Compound activity as filed in PubChem BioAssay.
LEDGF integ inh = blocks HIV-1 LEDGF/p75-dependent DNA integration; 0.64% of 370,000 active; AID 743269; inhibition, % at 3.7 µM; TR-FRET IN-LEDGF/p75 DNA integration, Eu/Cy5;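 active means inhibition above the screen-wide mean plus 3 SD, cut at about 13% in these data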;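 further: signal is the Cy5 over europium emission ratio at 671 and 618 nm; 0% = plate median of compound wells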
ABHD4 inh = inhibits mouse alpha/beta hydrolase domain 4; Q8VD66; purified mABHD4, FP-Rh probe fluorescence polarization; inhibition, % at 8.92 µM; 0.54% of 370,000 active; AID 720543;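 active means inhibition exceeding the mean over every tested compound plus 3 SD, cut at about 30% in these data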;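 further: 0% = plate median of compound wells and 100% = S159A mutant with DMSO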
Target sequence (Q8VD66 whole entry, looked up, the tested form may be a part): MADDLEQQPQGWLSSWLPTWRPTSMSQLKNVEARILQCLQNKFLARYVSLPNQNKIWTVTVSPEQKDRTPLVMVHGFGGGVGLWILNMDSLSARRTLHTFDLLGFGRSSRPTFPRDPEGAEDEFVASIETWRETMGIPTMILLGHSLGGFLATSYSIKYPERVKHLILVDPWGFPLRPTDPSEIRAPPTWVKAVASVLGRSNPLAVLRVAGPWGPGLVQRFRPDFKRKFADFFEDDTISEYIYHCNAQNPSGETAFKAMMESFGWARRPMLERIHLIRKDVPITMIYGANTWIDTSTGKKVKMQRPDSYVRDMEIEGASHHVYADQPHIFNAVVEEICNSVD
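System: mouse ABHD4 enzyme, wild type / Medium: HEPES pH 7.0, NaCl, Pluronic buffer / Reagent: FP-Rh activity-based fluorescent probe / Control set: S159A mutant high control, sample median low control / Detection: fluorescence polarization with parallel and perpendicular emission, 525/598 nm / Schedule: 45 min + 60 min at 25 °C / Compound dosing: 8.92 µM, single dose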
PRMT1 FP inh = blocks human protein arginine methyltransferase 1; Q99873; recombinant PRMT1, activity-based probe fluorescence polarization; inhibition, % at 2.79 µM; 1.3% of 370,000 active;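 active means inhibition above about 21% made by adding two undisclosed values, limit read from the data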
TDP2 absorb = blocks human TDP2 phosphodiesterase activity. AID 720702. inhibition, % at 12.8 µM. O95551. 0.34% of 370,000 active. recombinant TDP2, T5PNP hydrolysis, p-nitrophenol absorbance 415 nm;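 active means inhibition above the mean of all tested compounds plus 3 SD, set per campaign, cut at about 25% in these data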;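 further: 0% = DMSO with enzyme and 100% = buffer with substrate but no TDP2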
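Incubation: 2 h at 37 °C; Test system: recombinant human TDP2; Quantity: enzyme 120 nM; Read-out basis: percent inhibition; Medium: 50 mM Tris-HCl pH 7.5 with Mg2+, KCl, DTT, BSA; Repeats: single replicate; Compound: 12.8 µM single point, 1% DMSO; Signal: epi absorbance; Reagent: 5 mM T5PNP chromogenic substrate; Benchmarks: no-enzyme high, DMSO-plus-enzyme low.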
HTRA1 inh = blocks human HTRA1 serine peptidase | recombinant HTRA1, FP-rhodamine activity-based probe, fluorescence polarization | AID 504803 | 0.5% of 340,000 active | inhibition, % at 5.96 µM | Q92743; in the data active means inhibition above about 36%;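 further: 0% = enzyme with DMSO and 100% = wells lacking enzyme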
Target sequence (Q92743 whole entry, looked up): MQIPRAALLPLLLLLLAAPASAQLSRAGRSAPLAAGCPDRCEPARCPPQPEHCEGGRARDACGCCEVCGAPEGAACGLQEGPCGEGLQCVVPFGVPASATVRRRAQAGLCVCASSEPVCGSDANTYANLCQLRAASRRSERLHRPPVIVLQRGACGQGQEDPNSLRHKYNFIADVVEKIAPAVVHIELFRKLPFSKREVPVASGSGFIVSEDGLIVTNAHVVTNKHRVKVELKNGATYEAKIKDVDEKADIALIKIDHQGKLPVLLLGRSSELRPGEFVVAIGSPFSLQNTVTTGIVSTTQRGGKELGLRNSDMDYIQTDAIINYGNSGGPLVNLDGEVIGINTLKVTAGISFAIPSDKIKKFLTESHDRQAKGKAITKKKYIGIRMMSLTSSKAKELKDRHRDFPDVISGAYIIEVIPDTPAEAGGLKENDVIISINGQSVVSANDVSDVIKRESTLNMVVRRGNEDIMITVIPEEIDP
TCR-CD3 inh = inhibitors of human TCR-CD3 interaction; AID 651800; TAMRA-labeled TCR probe fluorescence, biochemical; 0.37% of 360,000 active; inhibition, % at 9.4 µM; in the data active means inhibition above about 19%;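 further: recombinant mutant TCR 2C K166C tagged with TAMRA read by polarization; 0% = receptor in buffer alone and 100% = receptor with positive control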
Rev-erbA mod = Rev-erb alpha (human) modulation; P20393; Rev-erbα–FITC-DNA binding, fluorescence polarization, 90 min; activity, % at 10 µM; 0.79% of 370,000 active; AID 1259318;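 active means activity above about 14%, limit read from the data; passing the limit was not always enough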;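 further: 0% = DMSO wells with 35 nM protein and 100% = DMSO wells with 750 nM protein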
PG9 Ab binder = small molecules binding HIV-1 gp120 antibody PG9; TR-FRET gp120-PG9 antibody binding; inhibition, % at 6.7 µM; 0.43% of 360,000 active; AID 624416; in the data active means inhibition above about 8.5%
rCAG binder = molecules binding r(CAG) RNA repeats; r(CAG) RNA repeat, TO-PRO-1 dye displacement fluorescence; inhibition, % at 3 µM; 1.3% of 370,000 active;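 active means inhibition above the plate cutoff, the mean of all test compounds on that plate plus 3 SD, cut at about 35% in these data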;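 further: 0% = DMSO alone and 100% = 100 µM mitoxantrone as full dye displacement; higher means more dye released from RNA so lower well fluorescence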
SIAE primary = human SIAE inhibition, primary screen. Q9HAT2. SIAE FP-Rh probe binding, fluorescence polarization. inhibition, % at 9.66 µM. 0.69% of 370,000 active;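 active means inhibition above a cutoff: mean of compounds within the control limits plus 3 SD of those, cut at about 17% in these data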;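 further: 0% = plate median of compound wells and 100% = probe without SIAE protein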
Starred values were filed as active, the others as inactive; · = not tested or not shown. This is a subset, so the mix of outcomes need not match the whole.

SMILES	LEDGF integ inh	ABHD4 inh	PRMT1 FP inh	TDP2 absorb	HTRA1 inh	TCR-CD3 inh	Rev-erbA mod	PG9 Ab binder	rCAG binder	SIAE primary
Nc1c(C=C2C=CC(=O)C=C2)c(=O)nc2snc(SCc3ccccc3)n12	3	-27	-4	11	-32	0	-6	0.5	52*	-5
OCCNc1ncnc2c1nnn2Cc1ccccc1	-2	-1	7	10	-7	-11	1	0.8	-3	-3
COCCn1c(C)cc(C(=O)COC(=O)c2[nH]c(C)c(C(C)=O)c2C)c1C	4	1	-8	0	-2	-4	2	-3.2	-1	-6
COCCN(C(=O)COC(=O)C1(c2ccccc2)CC1)c1c(N)n(CC(C)C)c(=O)[nH]c1=O	-2	0	0	-8	-1	-2	-3	0.4	-9	-2
O=C(Nc1nc2c(ccc3ccccc32)s1)c1ccco1	2	-59	-3	-1	-65	7	6	-2.4	18	-43
Cc1ccccc1C(=O)N(C)c1ccccc1C(=O)NCc1ccccc1	4	-12	-4	7	2	-8	3	-2.8	-3	-5
O=C(c1ccc(Cl)s1)N1CCN(c2ccccc2)CC1	0	7	5	1	-7	-5	0	-1.0	-1	9
COc1cc(OC)cc(C(=O)NN2CCCCC2)c1	-3	-10	1	8	4	1	3	-2.1	2	-4
COc1ccc(C(=O)Nc2cccc(NC(=O)c3ccc(OC)c(OC)c3)n2)cc1OC	2	-12	1	-6	-29	1	11	-2.5	1	-28
CCOC(=O)C1(Cc2cccc(OC)c2)CCCN(Cc2cnn(C)c2)C1 (stereo not given)	6	-5	0	7	-5	13	0	-1.1	-8	0

Look-ups from the list.
CCOC(=O)C1(Cc2cccc(OC)c2)CCCN(Cc2cnn(C)c2)C1 (stereo not given) in Rev-erbA mod reads 0
Cc1ccccc1C(=O)N(C)c1ccccc1C(=O)NCc1ccccc1 in SIAE primary reads -5

Next section:
SMILES	LEDGF integ inh	ABHD4 inh	PRMT1 FP inh	TDP2 absorb	HTRA1 inh	TCR-CD3 inh	Rev-erbA mod	PG9 Ab binder	rCAG binder	SIAE primary
COc1ccc(NC(=O)c2ccc(-c3ccc([N+](=O)[O-])cc3)o2)cc1	2	-6	-7	5	-3	3	0	0.8	4	2
CN1C(C(=O)Nc2ccc(OC(F)(F)F)cc2)=CC(c2ccc3c(c2)OCO3)=NS1(=O)=O	0	1	3	15	-39	2	-5	-1.5	6	0
O=C(CSc1nnc(-c2ccc(Cl)s2)o1)N1CCCc2ccccc21	-3	-9	-1	9	-5	3	-4	-0.8	-4	3
COc1ccc(CN2CC[C@H]3C=CC[C@@H](C(=O)Nc4ccc(Cl)c(C(F)(F)F)c4)[C@H]3C2=O)cc1OC	2	-25	1	-6	-35	0	-2	1.0	5	-20
CC1CC2=C(CC1/C=N/NC(N)=S)C(C)(C)CCC2 (stereo not given)	4	-11	3	7	-5	3	·	-2.1	-4	3
CC(Sc1nc2ccccc2c(=O)n1CC1CCCO1)C(=O)N(C)Cc1ccccc1 (stereo not given)	1	-4	-1	-10	-3	-8	5	0.5	-5	-7
COCc1c(Br)c(C)nc2sc3c(=O)[nH]nnc3c12	1	11	8	4	1	-9	5	-0.6	7	3
Cc1cnc(NC(=O)Nc2ccc(Cl)cc2)s1	6	-7	-2	-13	-18	-5	-5	-2.0	29	5
O=C(Nc1ccccc1)C1COc2ccccc2O1 (stereo not given)	-3	2	2	-15	-9	-1	2	-0.4	8	0
COc1cccc(NC(=O)COc2coc(CN3CCc4ccccc4C3)cc2=O)c1	5	-8	-4	-11	0	0	-10	0.8	8	-10
COc1cccc(C(=O)C2CCCN(CC3=Cc4cc(OC)ccc4OC3)C2)c1 (stereo not given)	-4	3	0	5	-11	2	3	-2.0	-3	-2
O=C(Cn1nnc2ccccc21)c1ccc([N+](=O)[O-])cc1	-2	-8	-1	-10	-5	3	-2	-0.7	4	-1
O=C(NCc1ccccc1)C1CCCN(S(=O)(=O)c2cccc3nonc23)C1 (stereo not given)	3	3	16	2	-5	4	1	-2.5	1	-3
COc1ccccc1-c1ccc(=O)n(CC(=O)NCc2cccs2)n1	-1	3	-1	2	-5	1	2	3.1	-2	-1
O=C(NCc1cccs1)c1ccc2nc([C@@H]3O[C@H](CO)[C@H](O)[C@H](O)[C@H]3O)[nH]c2c1	1	5	3	3	·	-4	2	-1.4	1	-3
COc1cccc(CNC(=O)CN2C(=O)CC(c3ccccc3)=Nc3ccccc32)c1	-1	-2	-3	12	-7	0	1	1.1	-6	3
O=C1C(Cl)=C(NCc2ccco2)C(=O)c2ccccc21	10	6	10	35*	5	-3	1	-8.4	-1	-4
CC(C)NC(=O)C1(C)CCCN1C/C=C/c1ccccc1 (stereo not given)	7	-1	-3	1	·	10	-5	0.1	3	3
CC(C)CNC(=O)NC(=O)CSc1nc2ccccc2n1CC(C)C	-5	0	4	-17	-12	3	2	-0.3	-7	6
CC(C)c1ccc(NC2CCCN(C(=O)c3cccc(N4CCNC4=O)c3)C2)cc1 (stereo not given)	2	2	3	-11	1	3	-6	-0.9	-4	5
COC(=O)[C@H](Cc1ccccc1)NC(=O)NCc1ccc(S(N)(=O)=O)cc1	-1	3	-4	-3	2	4	3	1.5	-1	-5
COc1ccc2nc(/N=C(\N)NC(=O)C(C)(C)C)nc(C)c2c1	2	-3	1	-4	2	2	-4	-0.2	7	2
COc1ccccc1C1/C(=C(\O)c2ccc3c(c2)OCCO3)C(=O)C(=O)N1CCCn1ccnc1 (stereo not given)	3	2	0	11	2	0	2	4.6	9	-1
CCOC(=O)C(Nc1ccc2ccccc2c1)C(=O)OCC	2	11	7	6	4	-2	-1	-1.9	4	6
CC(CCc1ccccc1)NC(=O)C(=O)c1c[nH]c2ccccc12 (stereo not given)	-3	-14	4	2	-24	-10	2	-0.7	1	-3
CCOc1ccc2oc(C(=O)NCc3nc4ccccc4[nH]3)c(C)c2c1	1	-17	-1	-14	-25	-5	12	-0.7	8	-1
O=C(Nc1ccc(S(=O)(=O)NCC2CCCO2)cc1)c1ccccc1 (stereo not given)	-2	-3	1	2	3	-4	0	-0.8	4	-4
COc1cc(/C=N/NC(=O)c2nnn(-c3nonc3N)c2C)ccc1OCc1ccc(Cl)cc1	-1	0	-2	4	-3	-1	-27	2.5	2	-7
CC(=O)Nc1ccc(S(=O)(=O)NC2(C(F)(F)F)NC(=O)N(CC(C)C)C2=O)cc1 (stereo not given)	0	1	-1	3	-7	5	-8	-2.5	0	-3
N#CC(c1cccc(Cl)c1)c1ccc2c(C(F)(F)F)cc(C(F)(F)F)nc2n1 (stereo not given)	2	10	-3	2	6	-1	-1	1.8	-1	6
CC(=O)Nc1ccc(S(=O)(=O)Nc2ccccn2)cc1	-3	1	-2	5	-4	8	-1	-2.5	1	13
CN(C)CCCNc1nc(N)c([N+](=O)[O-])c(NCCO)n1	0	5	-7	1	12	-2	1	-0.1	0	5
O=C(Cn1cnc(S(=O)(=O)N2CCCC2)c1)Nc1cccc(F)c1	0	3	2	16	3	-2	5	-2.1	0	-1
O=C(NCc1cccnc1)c1cccc(S(=O)(=O)N2CCCC2)c1	-3	-6	2	-13	9	1	2	-0.1	2	-2
COc1cccc(N(C(=O)Cn2nnc(-c3ccc(C)o3)n2)C(C(=O)NC2CCCC2)c2ccncc2)c1 (stereo not given)	0	-1	0	-2	4	-5	3	1.9	7	-7
COc1cccc(C(=O)CC(=O)C(=O)Nc2cccc([N+](=O)[O-])c2C)c1	2	3	0	-9	-2	-5	4	-1.6	19	3
O=C(Nc1cccc(NC(=O)c2ccc(F)cc2)c1)c1ccc(F)cc1	-4	3	3	-1	-5	-4	2	3.9	2	-10
Cc1ccccc1-n1c(C)nnc1SCC(=O)N1CC(=O)Nc2ccccc21	0	-9	-2	-1	1	-6	-5	1.7	-4	-10
COc1ccc(/C=C/C(=O)NC(=S)NNC(=O)c2cccnc2)cc1OC	2	10	-2	-3	4	27*	-4	-0.2	1	1
COc1ccc(S(=O)(=O)N[C@@H](Cc2ccc(Cl)cc2)C(=O)N2CC[C@@]3(O)CCCC[C@H]3C2)cc1	2	1	1	-10	-3	3	1	0.0	1	5
Cc1ccc(CNC(=O)Cc2cccs2)cc1	1	9	3	14	3	-9	-3	-0.3	0	3
Cc1ccc(CNS(=O)(=O)c2cccc3nsnc23)cc1	-1	3	2	-2	4	-1	-1	2.9	0	1
O=C(CSc1nnc(-c2ccncc2)o1)Nc1ccc(F)c(F)c1	-4	-3	5	-7	1	-3	10	-0.3	0	8
COc1ccc([N+](=O)[O-])cc1NCC(=O)Nc1cc(S(=O)(=O)N2CCCCC2)ccc1C	3	-6	5	0	1	-4	-1	2.5	7	6
CCn1c(Cc2cccs2)nnc1SCC(=O)Nc1ccc2c(c1)OCCO2	0	3	-4	0	·	·	-2	·	2	3
C=CCN1C(=O)[C@@H](CC(=O)NCC2CCCCC2)[C@]2(C(=O)OCC)CCCCC/C=C/12	3	-3	-3	1	·	·	3	·	1	9
Cc1ccc(NC(=O)CSc2nnc3ccc(-c4cccnc4)nn23)cc1	0	-1	0	-7	-1	-4	-11	1.4	-1	-2
Cc1ccc(C(=O)NNC(=O)c2ccc(NS(=O)(=O)c3cccs3)cc2)o1	0	-1	-5	6	6	3	-2	-1.5	2	4
Cc1ccc(S(=O)(=O)N(C(=N)N)c2nc(N(C)C)nc(N(C)C)n2)cc1	-2	6	0	4	-31	1	-3	-0.7	5	4
O=C1Nc2cc(Cl)c(Cl)cc2N(O)N1c1ccccc1	-3	7	1	4	2	-9	0	1.1	-5	0

Later entries:
SMILES	LEDGF integ inh	ABHD4 inh	PRMT1 FP inh	TDP2 absorb	HTRA1 inh	TCR-CD3 inh	Rev-erbA mod	PG9 Ab binder	rCAG binder	SIAE primary
FC(F)(F)c1cnc(COc2ccc(Cl)cc2Cl)c(Cl)c1	0	-3	-5	-13	-2	-4	-4	-2.5	2	5
C[C@@]12CCC=C[C@H]1[C@H](c1ccc3ccccc3c1Br)N(Cc1ccccc1)C2=O	3	2	-2	-8	-50	0	9	-1.8	-1	-6
CCC(=O)N1CCc2cc(S(=O)(=O)N3CCN(c4ccccc4Cl)CC3)ccc21	-5	-2	3	-7	5	-13	1	-0.8	-1	1
Cc1cc(NC(=O)c2cc(C)on2)no1	0	3	1	7	-6	7	3	-0.5	3	10
CC(C)C(=O)Nc1c2c(nn1-c1ccc([N+](=O)[O-])cc1)CS(=O)(=O)C2	1	-2	-3	-3	0	5	-7	-1.9	0	-5
C=CCNCCOc1ccc(C(C)(C)c2ccccc2)cc1	3	13	4	3	1	-3	0	0.3	-1	-7
O=S(=O)(Nc1ccc(Cl)c(Cl)c1)N1CCOCC1	-3	-3	0	-3	-2	5	1	1.1	-3	-2
CCCC(C(=O)NC1CCCCC1)N(CC1CCCO1)C(=O)CNS(=O)(=O)c1ccc(F)cc1 (stereo not given)	-2	0	-1	-9	8	4	2	-4.1	-9	12
